Bioassay records (PubChem)
BoNT-A LC inh2 = BoNT/A light chain protease inhibitors, primary screen, biochemical, flow cytometry, MLPCN library. AID 588499, 2011. inhibition, % at 10 µM. multiplex microsphere protease substrate cleavage. hit rate 0.17% among 360,000; also: plate controls were buffer without enzyme for full effect and enzyme alone for no effect
TcdB GH inh = TcdB glycohydrolase inhibitors, primary screen, biochemical, single point, plate reader; TcdB glycohydrolase enzymatic assay; hit rate 0.24% among 350,000; inhibition, % at 9.99 µM; Toxin B (Clostridioides difficile), P18177; in the data active = inhibition above about 10%
Vc quorum ag = inducers of Vibrio cholerae quorum light production without autoinducers, primary screen, BH1578 luxS cqsA deficient, single point; V. cholerae BH1578 lux reporter, luminescence, 6 h; activation, % at 18.7 µM; hit rate 0.16% among 350,000; in the data active = activation mostly above about 9.7%, no sharp cut-off; inconclusive = no clear call, values can overlap the other calls; inactive = mostly below about 3.7%; also: not every result past the cut was called active; inactives centre near 0; reference of the scale not given here
PriA SSB inh = inhibitors of Klebsiella pneumoniae PriA binding to SSB C-terminal tail, primary screen, biochemical, AlphaScreen; PriA–SSB C-terminal tail interaction (Klebsiella pneumoniae); AlphaScreen SSBct-PriA binding, biotinylated peptide; inhibition, % at 33 µM; hit rate 0.6% among 430,000; in the data active = inhibition mostly above about 37%, no sharp cut-off; inactive = mostly below about 20%;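 also: plate controls were negative control peptide for no effect and reference peptide for full effect; strong numbers were not always called active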
Y pestis TopoI = Yersinia pestis topoisomerase I inhibitors, primary screen, biochemical, cleavage product accumulation, plate reader, single point. hit rate 0.064% among 360,000. activity, % at 10 µM. Y. pestis Topo-I cleavage product accumulation; in the data active = activity above about 50%, passing the limit was not always enough; inconclusive = no clear call, values can overlap the other calls; also: inactives centre near 2
PfHsp40 rescue = rescue of yeast from PfHsp40 toxicity, primary screen, S. cerevisiae, ATP luminescence; hit rate 0.68% among 340,000; growth rescue, % at 12.5 µM; S. cerevisiae expressing PfHsp40, growth rescue; in the data active = growth rescue above about 28%, passing the limit was not always enough; inconclusive = no clear call, values can overlap the other calls;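 also: yeast W303a lacking pdr1 and pdr3 grown in galactose medium; growth measured after three days at 30 °C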
CCHFV vOTU inh = CCHFV vOTU protease inhibitors, primary screen, biochemical, Pep-AMC substrate, fluorescence. inhibition, % at 11.5 µM. Crimean-Congo hemorrhagic fever virus L polyprotein viral ovarian tumor (vOTU) protease …. hit rate 0.55% among 370,000; in the data active = inhibition above about 30%; also: 0% = vehicle wells with enzyme and 100% = no enzyme wells
3CLpro inhibitor = SARS-CoV 3CLpro protease inhibitors, primary screen, biochemical, quenched FRET | recombinant SARS-CoV 3CLpro, quenched FRET peptide cleavage | AID 1706, 2009 | hit rate 0.14% among 290,000 | inhibition, % at 6 µM; in the data active = inhibition above about 12%
VHR inh abs = VHR1 phosphatase inhibitors, primary screen, biochemical, absorbance, uHTS; recombinant VHR phosphatase, pNPP absorbance; hit rate 0.52% among 290,000; Dual specificity protein phosphatase 3 (Homo sapiens), P51452; inhibition, % at 13.3 µM; AID 1654, 2009; in the data active = inhibition above about 50%; also: some compounds called inactive have numbers as strong as hits
Target sequence (P51452 whole entry, looked up): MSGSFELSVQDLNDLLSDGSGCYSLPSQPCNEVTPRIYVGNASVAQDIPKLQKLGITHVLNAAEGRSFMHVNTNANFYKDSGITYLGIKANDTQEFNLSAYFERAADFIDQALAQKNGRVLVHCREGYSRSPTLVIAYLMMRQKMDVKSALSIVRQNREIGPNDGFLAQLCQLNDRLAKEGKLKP
Anthrax LF prot = Bacillus anthracis LF protease inhibitors, primary screen, biochemical, multiplex microsphere, MLPCN library; AID 588501, 2011; multiplex microsphere protease cleavage assay; Lethal factor (Bacillus anthracis), P15917; hit rate 0.12% among 360,000; inhibition, % at 10 µM; also: plate controls were buffer without enzyme for full effect and enzyme alone for no effect
Target sequence (P15917 whole entry, looked up): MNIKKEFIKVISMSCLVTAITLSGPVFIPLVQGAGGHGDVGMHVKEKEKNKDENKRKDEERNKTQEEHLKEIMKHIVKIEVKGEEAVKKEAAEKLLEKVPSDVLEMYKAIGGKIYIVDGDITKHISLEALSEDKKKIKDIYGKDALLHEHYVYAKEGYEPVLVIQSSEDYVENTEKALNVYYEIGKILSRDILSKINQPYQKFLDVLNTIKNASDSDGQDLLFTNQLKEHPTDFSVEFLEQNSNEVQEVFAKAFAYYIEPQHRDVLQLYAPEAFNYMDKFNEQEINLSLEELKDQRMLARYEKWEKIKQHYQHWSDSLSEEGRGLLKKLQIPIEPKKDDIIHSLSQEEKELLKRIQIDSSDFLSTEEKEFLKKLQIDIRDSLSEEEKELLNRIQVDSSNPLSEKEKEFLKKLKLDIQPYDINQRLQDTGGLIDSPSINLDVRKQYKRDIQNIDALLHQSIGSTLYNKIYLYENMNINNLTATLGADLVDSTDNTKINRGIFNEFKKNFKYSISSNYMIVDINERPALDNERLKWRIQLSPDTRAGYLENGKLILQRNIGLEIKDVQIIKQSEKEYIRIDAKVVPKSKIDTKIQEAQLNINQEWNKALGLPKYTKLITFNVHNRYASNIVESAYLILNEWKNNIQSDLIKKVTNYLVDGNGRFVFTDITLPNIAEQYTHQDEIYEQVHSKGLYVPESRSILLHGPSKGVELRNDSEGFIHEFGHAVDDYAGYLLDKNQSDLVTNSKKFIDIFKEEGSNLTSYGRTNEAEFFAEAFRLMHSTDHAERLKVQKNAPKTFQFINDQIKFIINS
* marks the source's active call; other numbers are inactive results; i = inactive; ? = inconclusive; nt = not tested or not shown; & = joins results of further samples. Rule as the data show it, unless noted: active = inhibition above about 30%; inconclusive = no clear call, values can overlap the other calls; inactive = below that. A portion of the library, so the mix of outcomes need not match the whole.

Each structure is followed by: Vc quorum ag	PfHsp40 rescue	BoNT-A LC inh2	PriA SSB inh	Y pestis TopoI	CCHFV vOTU inh	VHR inh abs	Anthrax LF prot	TcdB GH inh	3CLpro inhibitor
O=C(Cn1nnc(-c2ccc3c(c2)OCO3)n1)NCc1ccco1
    -0.3	-0.3	-1.5	-3	2	2	-2	4	nt	5
C/C(CC(=O)Nc1ccc(F)cc1)=N\NC(=O)c1ccccn1
    2.1	0.0	-0.4	nt	0	-8	0	2	0.2	6
O=C(N/N=C/c1ccc(Cl)c([N+](=O)[O-])c1)c1cnccn1
    -0.4	-1.1	-0.6	nt	-3	3	2	-2	nt	-3
COc1ccc2oc(C(=O)OCC(=O)NCCc3ccc(S(N)(=O)=O)cc3)c(C)c2c1
    i	-1.0	-3.7	-5	-6	-30	nt	-9	1.3	nt
CC(C)CN(C(=O)COC(=O)c1ccc2c(c1)OCCO2)c1c(N)n(Cc2ccccc2)c(=O)[nH]c1=O
    -3.5	-1.7	3.1	-1	12	3	nt	6	1.5	nt
S=C(NCCc1ccccc1)N1CCc2ccccc2C1
    -0.3	12	-0.6	-48	19	-8	-2	1	0.4	2
CCOC(=O)c1c(C)nc2c(c1-c1ccc(Cl)cc1)C(=O)CC(C)(C)C2
    -0.3	-0.5	0.1	1	9	2	22	-2	1.8	0
CC1=C(C(=O)N(C)C)CC(CC(=O)NCCCN(C)C)C(=O)N1CCCN1CCCC1=O (stereo unspecified)
    nt	nt	0.7	nt	nt	-6	nt	-1	1.2	nt
Cc1nnc(SCC(=O)NCc2ccco2)n1Cc1ccccc1
    0.2	0.2	-0.6	-2	10	-5	24	-2	nt	3
Cc1cccc(CN2C(=O)NC(c3ccccc3)(c3ccccc3)C2=O)c1
    -7.8	-0.7	0.1	-3	39	18	-4	-9	-0.1	6
COc1ccc(-n2c(COc3cccc(C)c3)n[nH]c2=S)cc1
    i	-1.2	-3.7	1	5	2	14	-10	3.9	1
COc1ccc(CNC(=O)CN(C)S(=O)(=O)c2ccc3c(c2)n(C)c(=O)c(=O)n3C)cc1
    -0.2	-0.8	-0.9	-12	1	15	14	-1	-0.2	-5
C/C=C/c1ccc(OCCOCCOc2cccc3cccnc23)c(OC)c1
    -0.2	2.0	-0.5	-11	21	-1	2	1	0.6	6
CCCNC(=O)C1(C)CCN(C(=O)c2c(Cl)cccc2Cl)C1 (stereo unspecified)
    0.5	nt	-0.1	nt	-7	-2	nt	0	-0.8	nt
Cc1ccc(NC(=O)[C@@H]2CCCN2C(=O)c2cccs2)cc1S(=O)(=O)N1CCCCC1
    -8.7	-0.6	0.2	1	15	0	nt	18	-1.3	nt
CS(=O)(=O)c1ccc(Cl)c(C(=O)NC2CCSc3ccccc32)c1 (stereo unspecified)
    -0.4	-1.3	0.2	-1	-1	4	7	0	1.3	-3
O=C(Nc1ccccc1)N1N=C(c2ccc(F)cc2)CC1c1ccc(F)cc1 (stereo unspecified)
    i	0.9	0.1	0	4	-1	-4	1	1.6	5
CCCn1c(SCC(=O)c2ccc3c(c2)NC(=O)CO3)nc2ccccc21
    nt	0.0	0.7	-6	20	0	3	-2	0.9	-3
COCCn1c(C)cc(C(=O)CSc2nnnn2C2CCCC2)c1C
    i	-0.7	1.2	-13	-6	19	nt	-1	1.1	nt
Cc1ccc(NC(=O)c2cc(S(=O)(=O)N3CCOCC3)cs2)cc1
    0.8	-1.1	-4.3	4	5	0	24	-3	0.4	1

(listing goes on)
Each structure is followed by: Vc quorum ag	PfHsp40 rescue	BoNT-A LC inh2	PriA SSB inh	Y pestis TopoI	CCHFV vOTU inh	VHR inh abs	Anthrax LF prot	TcdB GH inh	3CLpro inhibitor
CCNS(=O)(=O)c1ccc(C)c(-n2cnnn2)c1C
    -0.3	-1.7	1.5	7	-3	3	18	-4	nt	1
COc1ccc(C2(O)CC3CCC(C2)N3c2nc(C)cc(C)c2C#N)cc1 (stereo unspecified)
    i	1.4	-0.3	-7	18	1	-18	-2	nt	1
CC(=O)Nc1ccc(/C=C2/Sc3ccccc3C2=O)cc1
    -0.5	0.8	0.2	-4	-1	nt	13	-6	nt	-1
CC(C)(C)NC(=O)c1cccnc1Sc1ccccc1
    -0.6	-0.9	0.3	-14	1	7	18	4	1.8	-3
CCOc1ccc(CNS(=O)(=O)c2c(C)nc3scc(C)n3c2=O)cc1OC
    i	-1.5	0.3	-18	3	-1	41	-7	1.6	-2
COc1cc2ccccc2cc1C(=O)Nc1ccccc1N1CCCC1
    i	-0.4	0.4	-1	10	17	nt	2	2.7	nt
CC1=C(C(=O)N(C)C)C(c2cccs2)NC(=O)N1 (stereo unspecified)
    i	-0.1	0.0	-27	-2	5	18	-2	nt	6
COc1ccc2c(C(=O)CCl)c[nH]c2c1
    -0.2	-1.0	2.5	6	6	-5	19	-11	2.4	0
Cc1[nH]nc2c1C(C(C)C)C(C#N)=C(N)O2 (stereo unspecified)
    -0.7	-0.2	0.7	-10	-4	1	-13	-13	nt	-9
Oc1c(Cl)cc(Cl)cc1C1=NNC(c2ccc(Cl)cc2)C1 (stereo unspecified)
    -0.2	-0.3	-2.1	-9	-8	nt	8	-3	nt	0
COc1ccc(-c2[nH]ncc2CN2CCN(Cc3cccs3)CC2)c(F)c1
    -0.4	-0.3	1.1	6	1	-1	8	-3	0.8	0
CCOC(=O)CC[C@H](NC(=O)Cn1cnc2c(SC)nc(N)nc21)C(=O)OCC
    -3.1	2.8	-0.5	3	-1	-9	nt	-8	1.7	nt
Cc1nc(Nc2ccc(Br)cc2Br)c([N+](=O)[O-])c(=O)[nH]1
    11	-1.0	-0.5	-3	0	-4	nt	-3	0.5	nt
COc1ccc(-c2cc(C(F)(F)F)nc(NCc3cccnc3)n2)cc1
    -0.3	13	1.0	-16	12	-12	31	-2	nt	-4
COc1ccccc1N1CCN(/N=C/C=C\c2ccccc2[N+](=O)[O-])CC1
    -0.5	1.8	-0.9	nt	4	-2	22	-14	0.3	1
CC(N=C1NC(C)(C)Cc2ccccc21)C(=O)O (stereo unspecified)
    -0.3	-0.8	0.7	-9	1	-3	0	-8	0.1	1
CCOC(=O)CCCn1ncn2c(cc3occc32)c1=O
    i	2.4	0.1	-20	3	-6	-19	2	nt	5
COCCNC(=S)Nc1ccc2nc(N3CCCC3)cc(C)c2c1
    -0.3	0.3	-1.0	9	0	-23	7	0	nt	4
CCCCNCc1ccc(OCc2ccc(Cl)nc2)c(OC)c1
    -0.7	-1.1	0.0	-6	3	-16	0	-1	1.4	0
Cc1ccc(S(=O)(=O)N(CC(=O)Nc2cccnc2)c2ccccc2C)cc1
    0.6	1.9	-3.7	-15	-4	12	12	-19	2.0	1

(list continues)
Each structure is followed by: Vc quorum ag	PfHsp40 rescue	BoNT-A LC inh2	PriA SSB inh	Y pestis TopoI	CCHFV vOTU inh	VHR inh abs	Anthrax LF prot	TcdB GH inh	3CLpro inhibitor
O=C(NC1CCCC1)c1ccc(Cl)c(S(=O)(=O)N2CCOCC2)c1
    -0.3	-0.4	-2.0	-4	-4	7	16	2	-0.5	0
Cc1ccc(C)c(N2CCN(C(=O)c3cn(C)c4ccc(S(=O)(=O)N(C)C)cc4c3=O)CC2)c1
    i	-1.6	-0.8	-3	49	4	27	-4	-0.4	1
Cc1cc(C)nc(/N=C2\NC(=O)CC(C(=O)O)N2c2ccc(C)c(C)c2)n1 (stereo unspecified)
    -0.2	-0.5	-0.5	nt	14	-8	-3	-1	0.7	-5
CCN1CC(=O)Nc2cc(S(=O)(=O)N3CCOCC3)ccc21
    0.6	-0.9	-0.7	-17	4	-10	20	-1	0.2	0
N#Cc1c(N)nc(SCC(=O)NCc2ccc3c(c2)OCO3)c(C#N)c1-c1cccs1
    i	0.1	0.0	-14	0	8	32	-1	nt	2
O=C(Nc1ccccc1N1CCN(c2ccccc2)CC1)c1ccccc1
    -0.1	-1.0	-1.4	4	1	-15	33	-5	-1.1	3
CC(NC(=O)Cc1ccc(F)cc1)c1ccccc1 (stereo unspecified)
    nt	0.2	-0.2	-2	4	5	8	-1	nt	2
Nc1sc2c(c1C(=O)NCCc1ccccc1)CCC2
    i	0.6	0.4	-1	13	0	-5	3	0.0	3
CN1OC[C@@H]2CN(Cc3ccccc3)[C@H](c3cccc(Oc4ccccc4)c3)C[C@@H]21
    -1.0	2.9	-0.5	0	38	-2	nt	-10	-0.9	nt
O=C(CCN1Cc2ccccc2C1)c1ccc2c(c1)OCCO2
    1.4	-1.1	?	-4	2	4	15	8	nt	-2
COc1cc(NC(=O)CSc2ccc(-c3ccccn3)nn2)cc(OC)c1
    -0.3	221*	0.1	78*	4	11	10	-3	0.5	2
COc1ccc(CNc2nc3ccccc3n2C(C)C)cc1
    -1.3	-0.7	-0.5	-2	-2	-10	15	-3	-0.3	-2
COc1ccc(-c2nnc(SCC(=O)NC3CCCc4ccccc43)n2N)cc1 (stereo unspecified)
    -0.2	1.6	0.0	10	7	-7	34	-2	-0.4	-1
O=C(NCc1nc2ccccc2[nH]1)c1ccc(S(=O)(=O)N2CCCC2)cc1
    i	-0.7	1.8	0	-8	-9	3	-2	0.3	-5
Cc1cc(-c2ccc([N+](=O)[O-])cc2)cc(C)n1
    -3.3	-2.1	-0.3	0	3	-3	nt	-7	1.2	nt
CCC1CCCCN1C/C=C/c1ccccc1[N+](=O)[O-] (stereo unspecified)
    -0.2	0.1	6.7	-10	4	-1	18	2	0.9	2
COc1cccc(N(C(=O)c2ccn[nH]2)C2(C(=O)Nc3c(C)cccc3C)CCCCC2)c1
    -4.8	0.4	1.4	-2	-6	7	27	-2	nt	3
Cn1cc(S(=O)(=O)NCC2CCCO2)c(=O)n(C)c1=O (stereo unspecified)
    -0.4	1.2	0.3	0	0	9	-13	5	-0.3	-7
COc1ccc(CNC(=O)CCSCc2cccc(Cl)c2)cc1
    -5.1	3.3	-0.7	-16	26	2	13	-1	nt	6
CCOC(=O)c1c(NC(C)=O)sc2c(OCC(O)CNC(C)(C)C)c(Br)ccc12 (stereo unspecified)
    -0.3	1.1	-0.1	12	-14	-7	-5	1	nt	0

The results go on.
Each structure is followed by: Vc quorum ag	PfHsp40 rescue	BoNT-A LC inh2	PriA SSB inh	Y pestis TopoI	CCHFV vOTU inh	VHR inh abs	Anthrax LF prot	TcdB GH inh	3CLpro inhibitor
O=C(CNCc1ccncc1)Nc1cc(S(=O)(=O)N2CCCCC2)ccc1Cl
    0.9	0.2	10	-12	8	11	33	1	0.6	-1
O=C(Nc1ccc(Cc2ccncc2)cc1)c1ccc(Cl)c([N+](=O)[O-])c1
    -0.9	-0.3	-1.4	-5	-10	13	5	-5	nt	4
O=[N+]([O-])c1ccc(/C=C/c2ccc3ccccc3n2)cc1
    1.6	0.1	-0.7	32	0	12	41	-4	10*	1
O=C(NCCc1ccccc1)C1CCC(Cn2c(=O)c3ccccc3n(Cc3cccc(F)c3)c2=O)CC1 (stereo unspecified)
    -0.2	-1.7	0.0	2&-14	-2	-10	5	-1	nt	-1
O=C(CCCN1C(=O)/C(=C/c2cccs2)SC1=S)Nc1cccc(O)c1
    -0.4	0.6	2.1	4	-8	15	3	4	1.0	9
CCCCNc1nc(NC)nc(Cl)c1SC
    i	0.2	-0.6	-7	0	2	19	1	0.1	2
CCCCn1c(N)c(N(Cc2ccccc2OC)C(=O)COc2ccccc2OC)c(=O)[nH]c1=O
    3.4	-0.2	3.5	-8	12	-3	nt	2	3.9	nt
